PLCg1 inh – PLC-gamma1 enzyme inhibitors, primary screen, biochemical, fluorescence, purified enzyme. inhibition, % at 12.2 µM. fluorogenic substrate. 1-phosphatidylinositol 4,5-bisphosphate phosphodiesterase gamma-1 (Homo sapiens), P19174. actives 0.84% (n = 370,000); in the data active = inhibition above about 9.5%
ASAP1 GAP inh – inhibitors of human ASAP1 ArfGAP activity, primary screen, biochemical, fluorescence polarization; inhibition, % at 16.5 µM; actives 0.19% (n = 360,000); ASAP1-stimulated ARF1 GTP hydrolysis, GDP FP detection; Arf-GAP with SH3 domain, ANK repeat and PH domain-containing protein 1 (Homo sapiens), …; AID 624377, 2012; in the data active = inhibition above about 25%;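 also: 0% = vehicle with enzyme and substrate and 100% = no enzyme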
Target sequence (Q9ULH1 325-724 limits assumed): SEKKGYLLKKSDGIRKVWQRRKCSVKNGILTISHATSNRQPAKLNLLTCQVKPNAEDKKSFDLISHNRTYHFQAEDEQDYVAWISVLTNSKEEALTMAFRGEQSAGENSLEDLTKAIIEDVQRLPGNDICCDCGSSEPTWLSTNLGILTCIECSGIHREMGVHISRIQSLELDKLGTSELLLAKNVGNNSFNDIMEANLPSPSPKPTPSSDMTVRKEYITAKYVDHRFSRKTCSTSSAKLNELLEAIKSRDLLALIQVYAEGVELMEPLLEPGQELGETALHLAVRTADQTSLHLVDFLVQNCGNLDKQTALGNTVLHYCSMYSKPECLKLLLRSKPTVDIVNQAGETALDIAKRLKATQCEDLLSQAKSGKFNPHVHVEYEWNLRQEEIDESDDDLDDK
proKLK7 act – proKLK7 zymogen activators, primary screen, biochemical, fluorescence intensity; purified proKLK7, EDANS-DABCYL substrate fluorescence; 100% is mature enzyme control, 0% vehicle; AID 652039, 2013; Kallikrein-7 (Homo sapiens), P49862; actives 0.9% (n = 370,000); activation, % at 7 µM;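 active = activation above the mean of all tested compounds plus 3 SD, computed per campaign excluding outliers beyond control limits, cut at about 13% in these data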
DDE Tn7 FP inh – inhibitors of Tn7 peptide binding to fibrin DD(E), primary screen, biochemical, fluorescence polarization, human fibrin, Tn7 probe; FP displacement of FITC-Tn7 peptide from fibrin DD(E); 0% = median of compound wells per plate; inhibition, % at 8.3 µM; actives 0.13% (n = 370,000); AID 720508, 2013;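 active = inhibition above the mean of compounds falling within the control limits plus 3 SD of them, cut at about 14% in these data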;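 also: 0% = plate median of compound wells and 100% = 10 µM Aha-Tn7 peptide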
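Test system: human clot-derived fibrin DD(E) complex / Quantity: 2 µM final DD(E) protein / Incubation: 10 min plus 3 h, room temperature / Measured by: fluorescence polarization / Benchmarks: high control of 10 µM Aha-Tn7 peptide / Replicates: singlicate testing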
PLCb3 inh – human PLC-beta3 inhibitors, primary screen, biochemical, fluorescence. 1-phosphatidylinositol 4,5-bisphosphate phosphodiesterase beta-3 (Homo sapiens), Q01970. actives 0.18% (n = 370,000). inhibition, % at 12.2 µM. AID 720704, 2013. Purified PLC-beta3, fluorogenic substrate; in the data active = inhibition above about 11%;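 also: 0% = median of compound wells on plate and 100% = full blocker control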
MBD2 inh – inhibitors of MBD2 binding to methylated DNA, primary screen, biochemical, TR-FRET, DNA-binding domain, human; Methyl-CpG-binding domain protein 2 (Homo sapiens), Q9UBB5; MBD2 binding to methylated oligonucleotide; inhibition, % at 4.4 µM; actives 0.31% (n = 370,000); in the data active = inhibition above about 13%
Target sequence (Q9UBB5 whole entry, looked up, the tested form may be a part): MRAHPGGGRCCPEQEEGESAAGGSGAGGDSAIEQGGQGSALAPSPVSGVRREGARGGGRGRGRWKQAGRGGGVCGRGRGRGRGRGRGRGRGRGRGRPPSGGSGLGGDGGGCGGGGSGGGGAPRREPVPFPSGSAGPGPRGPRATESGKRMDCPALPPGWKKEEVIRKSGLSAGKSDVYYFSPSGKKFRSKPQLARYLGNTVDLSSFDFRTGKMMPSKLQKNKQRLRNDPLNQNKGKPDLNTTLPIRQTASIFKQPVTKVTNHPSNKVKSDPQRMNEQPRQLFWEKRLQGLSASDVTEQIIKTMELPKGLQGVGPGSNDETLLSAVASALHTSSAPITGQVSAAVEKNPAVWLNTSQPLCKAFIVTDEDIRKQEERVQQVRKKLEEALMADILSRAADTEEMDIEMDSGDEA
ADAM17 inh – ADAM17 inhibitors, primary screen, biochemical, QFRET. actives 0.83% (n = 370,000). AID 720648, 2013. Disintegrin and metalloproteinase domain-containing protein 17 (Homo sapiens), P78536. recombinant ADAM17, EDANS/DABCYL FRET peptide cleavage. inhibition, % at 6.95 µM;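 active = inhibition above the mean of compounds lying between control limits plus 3 SD, set per campaign, cut at about 8.5% in these data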;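 also: 0% = DMSO-only wells as the low control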
Tn6 DDE FP – inhibitors of Tn6 peptide binding to fibrin DD(E), primary screen, biochemical, fluorescence polarization, human fibrin, Tn6 probe; Fibrin DD(E) TRITC-Tn6 fluorescence polarization displacement; inhibition, % at 8.3 µM; Fibrinogen beta chain (Homo sapiens), P02675; actives 0.21% (n = 370,000); AID 720509, 2013;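 active = inhibition above a per-campaign cutoff: mean of compounds within control limits plus 3 SD, cut at about 15% in these data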;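 also: 0% = median of all compound wells on the plate and 100% = blocking peptide control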
ARFGAP1 inh – inhibitors of rat ARFGAP1 GAP activity, primary screen, biochemical, fluorescence polarization, GDP tracer; ADP-ribosylation factor GTPase-activating protein 1 (Rattus norvegicus), Q62848; actives 0.26% (n = 360,000); Arfgap1-stimulated ARF1 GTP hydrolysis, GDP FP detection; inhibition, % at 16.5 µM;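 active = inhibition above a per-plate limit, mean inhibition of low control wells plus 3 SD, cut at about 25% in these data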;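 also: 0% = DMSO wells with enzyme and 100% = wells lacking Arfgap1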
Target sequence (Q62848 1-136 limits assumed): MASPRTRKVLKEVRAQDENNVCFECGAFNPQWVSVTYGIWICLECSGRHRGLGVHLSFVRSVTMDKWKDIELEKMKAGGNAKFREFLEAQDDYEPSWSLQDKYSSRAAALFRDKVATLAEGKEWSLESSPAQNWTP
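Assay system: Rat Arfgap1 GAP domain (His6, aa 1-136), purified enzyme | Buffer or medium: HEPES 25 mM pH 7.5, NaCl 150 mM, MgCl2, DTT | Schedule: GTP hydrolysis reaction 2 h at 25 °C | Signal: FP of antibody-bound GDP Alexa 633 tracer, ex 620/em 688 nm | Measure: Percent inhibition of Arfgap1-stimulated GTP hydrolysis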
UHRF1 binding – UHRF1 methylated DNA binding inhibitors, primary screen, counter-screen for MBD2 inhibitor project, biochemical, TR-FRET, human UHRF1, single concentration. E3 ubiquitin-protein ligase UHRF1 (Homo sapiens), Q96T88. UHRF1 binding to methylated oligo. inhibition, % at 4.4 µM. actives 0.75% (n = 370,000); in the data active = inhibition above about 21%;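 also: UHRF1 SRA domain binding a hemimethylated CpG hairpin DNA probe; 0% = median of test compound wells and 100% = reference inhibitor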
Numbers without * were called inactive; nt = not tested or not shown.

Order of values – PLCg1 inh, ASAP1 GAP inh, proKLK7 act, DDE Tn7 FP inh, PLCb3 inh, MBD2 inh, ADAM17 inh, Tn6 DDE FP, ARFGAP1 inh, UHRF1 binding
(1) COc1ccc(CCC(C)NCc2cc(OC)cc(OC)c2)cc1 (configuration not stated)
  2, 1, 0.3, 6, -2, -2, 0, 6, -6, 1
(2) CC(C)(C)c1cc(C(=O)NC2CC2)n(Cc2ccc(F)cc2)n1
  -2, 4, -0.1, -2, -6, 2, -1, 6, 2, 0
(3) COC(=O)c1sc(N2C(=O)c3oc4ccccc4c(=O)c3C2c2cccc(O)c2)nc1C (configuration not stated)
  -4, 3, 0.4, 2, -20, 1, -5, -4, 5, 6
(4) CCCCSc1nc2ccccc2[nH]1
  3, -4, 0.2, 0, 6, 1, -2, 3, -3, 0
(5) CCOC(=O)N1CCC(NC(=O)c2cccc3c2C(=O)N(CCOC)C3)CC1
  3, -15, 0.2, -9, 3, -1, 4, 6, -5, 3
(6) Cc1ccc(OCCC(=O)O)cc1
  -2, -11, -0.6, 4, -10, -7, -1, 0, -1, -1
(7) Cn1c(=O)oc2cc(S(=O)(=O)N3CCCC3)ccc21
  2, 2, 0.2, 3, 0, 0, -3, -5, 1, 1
(8) COc1ccc(NC(=O)CSc2nc(C)cc(C)n2)cc1
  1, -8, -0.2, 5, 1, 2, -4, -7, 15, -1
(9) O=C(Nc1ccc(S(=O)(=O)Nc2cnc3ccccc3n2)cc1)c1ccc(Br)o1
  -29, 21, 0.6, 3, -36, -1, -16, -5, 6, 3
(10) Cc1cc(C)cc(OCC(=O)Nc2ccc3c4c(cccc24)CC3)c1
  3, 4, -0.6, -1, 0, 1, -3, 5, 8, 0
(11) COc1ccc(C2CC(O)(c3ccccc3)Oc3cc(OC)ccc32)cc1 (configuration not stated)
  -44, 6, 0.3, 4, 0, 1, 4, 0, 7, 3
(12) S=c1nc(-c2ccccc2)n(CCCN2CCOCC2)c2c1CCCC2
  1, -2, 0.0, 2, -7, 3, -4, 0, -12, 6
(13) O=C1C2=C(c3ccccc31)[N+](=O)C1CCCCC1N2[O-] (configuration not stated)
  2, -8, 0.3, -7, 2, -12, -3, 4, 1, -16
(14) O=C1C2C(c3ccccc3)CC=CC2[C@H](c2ccc(C(F)(F)F)cc2)N1Cc1ccccc1 (some centres not stated)
  2, -12, -0.2, -10, -1, 1, 0, 3, 0, -8
(15) O=C(O)C1C2CC(C(Br)C2Br)C1C(=O)O (configuration not stated)
  0, -2, 0.2, -7, 5, -3, -2, -4, -5, 0

Ordered by length of the SMILES (rising): 3 of the compounds above
Order of values – PLCg1 inh, ASAP1 GAP inh, proKLK7 act, DDE Tn7 FP inh, PLCb3 inh, MBD2 inh, ADAM17 inh, Tn6 DDE FP, ARFGAP1 inh, UHRF1 binding
(10) Cc1cc(C)cc(OCC(=O)Nc2ccc3c4c(cccc24)CC3)c1
  3, 4, -0.6, -1, 0, 1, -3, 5, 8, 0
(9) O=C(Nc1ccc(S(=O)(=O)Nc2cnc3ccccc3n2)cc1)c1ccc(Br)o1
  -29, 21, 0.6, 3, -36, -1, -16, -5, 6, 3
(14) O=C1C2C(c3ccccc3)CC=CC2[C@H](c2ccc(C(F)(F)F)cc2)N1Cc1ccccc1 (some centres not stated)
  2, -12, -0.2, -10, -1, 1, 0, 3, 0, -8

Back to the main list, starting 5 compounds before the break.
Order of values – PLCg1 inh, ASAP1 GAP inh, proKLK7 act, DDE Tn7 FP inh, PLCb3 inh, MBD2 inh, ADAM17 inh, Tn6 DDE FP, ARFGAP1 inh, UHRF1 binding
(11) COc1ccc(C2CC(O)(c3ccccc3)Oc3cc(OC)ccc32)cc1 (configuration not stated)
  -44, 6, 0.3, 4, 0, 1, 4, 0, 7, 3
(12) S=c1nc(-c2ccccc2)n(CCCN2CCOCC2)c2c1CCCC2
  1, -2, 0.0, 2, -7, 3, -4, 0, -12, 6
(13) O=C1C2=C(c3ccccc31)[N+](=O)C1CCCCC1N2[O-] (configuration not stated)
  2, -8, 0.3, -7, 2, -12, -3, 4, 1, -16
(14) O=C1C2C(c3ccccc3)CC=CC2[C@H](c2ccc(C(F)(F)F)cc2)N1Cc1ccccc1 (some centres not stated)
  2, -12, -0.2, -10, -1, 1, 0, 3, 0, -8
(15) O=C(O)C1C2CC(C(Br)C2Br)C1C(=O)O (configuration not stated)
  0, -2, 0.2, -7, 5, -3, -2, -4, -5, 0
(16) COC(=O)[C@]12C[C@H](CC(=O)N3CCOCC3)C(=O)N(CCc3ccc(OC)c(OC)c3)C1=C[C@H](C(C)C)O[C@@H]2C1CC1
  3, nt, 0.0, 0, 3, -5, -1, -3, nt, -2
(17) COc1ccc(N2CCCn3c2nc2c3c(=O)n(CCCc3ccccc3)c(=O)n2C)cc1
  0, -12, 0.1, -2, 0, -4, 0, -7, -6, -6
(18) O=C(O)/C=C/C(=O)NCCc1ccccc1
  10*, -10, 0.1, -4, 4, -5, 4, -5, -2, 8
(19) Cc1[nH]c(C)c(S(=O)(=O)NCc2ccc(OC(C)C)cc2)c1C(=O)N1CCCC1
  0, -16, 0.1, 6, -8, 3, -3, 2, 4, 0
(20) CSCCC(NC(=O)c1ccccc1Br)C(=O)NCC(c1ccco1)N1CCCCC1 (configuration not stated)
  0, -22, -0.4, -1, 0, 1, -3, 1, 2, 0
(21) COC(=O)Cn1cc(C(=O)c2ccco2)c2ccccc21
  -1, 4, 0.4, 3, -7, 3, -3, 4, 11, 1
(22) Cc1ccsc1/C=N\NC(=O)CC(=O)NCc1ccccc1
  4, -8, 0.4, -2, 6, -2, -1, 1, -7, -3
(23) CC(C)(C)c1nc2sc3c(c2c(=O)o1)CCCC3
  -3, -1, -0.2, -2, -4, -1, -4, 3, -6, -1
(24) CC1CN(C(=O)c2ccc(-c3ccccc3Cl)o2)CC(C)O1 (configuration not stated)
  5, -6, -0.2, 3, 1, 1, 0, -1, -7, 0
(25) CCCn1c(C(O)c2cc(OC)ccc2OC)nc2ccccc21 (configuration not stated)
  3, 2, 0.0, -3, 1, 2, -4, -1, -1, 0
(26) O=C(CSc1nnc(-c2c[nH]c3ccccc23)o1)c1ccccc1
  5, -16, -0.3, -2, 5, -3, 3, 4, 1, 0
(27) COc1ccc(S(=O)(=O)N2CCOCC2)cc1NC(=O)COC(=O)C1=COCCO1
  -3, 13, 0.6, -2, -9, -1, 5, 0, 16, 5
(28) O=C(CSc1nnc(CNc2ccc(Cl)cc2)n1Cc1ccccc1)NCc1ccco1
  3, 4, 0.7, -1, 1, 4, 1, 1, -7, 0
(29) Cc1ccc(NC(=O)CSc2ccc(-c3cccnc3)nn2)cc1
  0, -2, 0.0, -8, -3, -2, 1, 1, -8, -1
(30) Cc1[nH]c(=O)[nH]c(=O)c1S(=O)(=O)Nc1cccc([N+](=O)[O-])c1C
  4, -7, -0.6, 0, -5, 6, -3, 0, -4, 3
(31) C=C(C)[C@@H]1CC2=C(OC)C(CC=C(C)C)(CC=C(C)C)C(=O)C(C(=O)c3ccccc3)=C2O1
  -7, nt, -0.2, 1, -9, -3, 4, -7, nt, -1
(32) COc1ccccc1-n1c(C)nc(=O)c(-c2ccccc2)c1C
  0, 0, 0.0, -5, -4, 0, -6, 3, -6, -2
(33) CCOc1ccccc1OCCC(=O)OCC(=O)Nc1c(C)cc(C)cc1C
  6, 11, 0.2, -6, -2, -1, -5, -6, 11, 5
(34) CCc1noc(C)c1C(=O)Nc1ccc(-c2nnc3n2CCCCC3)cc1
  0, -9, 0.5, -5, -10, -2, 0, 4, -7, 4
(35) Cc1cc(O)c(C(C)C)cc1NC(=O)Nc1cc(Cl)ccc1Cl
  -3, 11, -0.4, -2, 0, 1, 3, 2, 12, 1
(36) Cc1c(C(=O)NCCSCc2ccc(Cl)cc2Cl)cccc1[N+](=O)[O-]
  1, 2, 0.1, -1, 2, 1, 2, -11, -16, -2
(37) Cc1cc(Br)ccc1NC(=O)C1CCN(S(=O)(=O)c2cnc[nH]2)CC1
  1, 1, 0.0, -7, -3, -1, -1, 7, -6, -1
(38) O=C(CSc1nc2ccccc2c(=O)n1CCCO)N1CCc2ccccc21
  -3, -3, 0.1, 2, 1, 3, 2, 2, -11, 3
(39) Cc1ccc(-c2cc(C(F)F)n3ncc(C(=O)Nc4cn(C)nc4C)c3n2)cc1
  -10, -5, 0.5, 0, -8, 1, 0, -12, -4, -1
(40) Cc1ccc(NC(=O)c2cc(N3C(=O)C=CC3=O)ccc2N2CCOCC2)cc1
  -42, -3, 0.8, 2, -56, -5, -3, 6, -4, -3
(41) CC(C)C[C@@H](CN)NC(=O)c1nc[nH]c1C(=O)N[C@@H](C)C(=O)CNC[C@H](C)NC(=O)c1nc[nH]c1C(=O)N[C@@H](CC(C)C)C(=O)O
  0, 0, -0.1, 6, 1, 4, -5, 0, -5, 15
